Screens as filed in PubChem.
Cardiac RTF inh – cardiac RTF calcium desensitization. AID 493244. IANBD-labeled cardiac RTF, Ca2+ fluorescence. 340,000 tested, 0.12% active. inhibition, % at 7.15 µM. P19429+P45379;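 active = inhibition above the mean inhibition of all tested compounds plus 3 SD, cut at about 17% in these data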;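 also: assay run at fixed EC70 calcium of 1.6 mM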
Keap1 Nrf2 FP – Keap1-Nrf2 (human) interaction inhibition; Q14145; 340,000 tested, 0.15% active; Keap1 Kelch-Nrf2 peptide fluorescence polarization, 1536-well; inhibition, % at 9.4 µM; in the data active = inhibition above about 12%;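 also: human Keap1 Kelch domain with fluorescein labeled Nrf2 9mer peptide probe; 0% = neutral control wells and 100% = peptide positive control; higher means more block of Keap1 binding to Nrf2 peptide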
C-LANA FP – inhibitors of KSHV LANA C-terminal domain DNA binding; MBP-C-LANA/FAM-LBS DNA binding, fluorescence polarization; inhibition, % at 9 µM; 340,000 tested, 0.078% active; AID 504423;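 active = highest replicate inhibition at or above 60% at 9 µM, even if other replicates fall short; inactive = all replicates below 60% inhibition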;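 also: 0% = neutral control wells and 100% = 4 µM acridine orange control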
HTR5A ag – activates human HTR5A in OPRM1-OPRD1 agonist counter-screen | HTR5A agonist assay, luminescence, cell-based | P47898 | 340,000 tested, 0.61% active | activation, % at 9.3 µM; in the data active = activation mostly above about 9.5%, no sharp cut-off; inactive = mostly below about 7.6%;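 also: 0% = cells with vehicle only and 100% = reference agonist; strong numbers were not always called active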
cardiac RTF act – cardiac RTF calcium sensitization; P19429+P45379; IANBD-labeled TnC RTF fluorescence at EC20 calcium; 0% EC20 calcium, 100% full calcium; activation, % at 7.2 µM; 340,000 tested, 0.24% active; AID 493008;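 active = activation above the mean over all tested compounds plus 3 SD, cut at about 30% in these data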;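 also: rise in fluorescence read as greater calcium sensitivity of cardiac thin filaments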
OPRM1-OPRD1 inv – inverse agonists of human mu-delta opioid receptor heterodimerization; P35372+P41143; cell-based MOR-DOR heterodimer luminescence, inverse agonism; inhibition, % at 9.3 µM; 340,000 tested, 0.21% active; in the data active = inhibition above about 22%, passing the limit was not always enough;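 also: 0% = cells with DMSO and 100% = wells without cells with DMSO; values of inactives mirror those of a sister screen read the other way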
Target sequence (P35372 whole entry, looked up): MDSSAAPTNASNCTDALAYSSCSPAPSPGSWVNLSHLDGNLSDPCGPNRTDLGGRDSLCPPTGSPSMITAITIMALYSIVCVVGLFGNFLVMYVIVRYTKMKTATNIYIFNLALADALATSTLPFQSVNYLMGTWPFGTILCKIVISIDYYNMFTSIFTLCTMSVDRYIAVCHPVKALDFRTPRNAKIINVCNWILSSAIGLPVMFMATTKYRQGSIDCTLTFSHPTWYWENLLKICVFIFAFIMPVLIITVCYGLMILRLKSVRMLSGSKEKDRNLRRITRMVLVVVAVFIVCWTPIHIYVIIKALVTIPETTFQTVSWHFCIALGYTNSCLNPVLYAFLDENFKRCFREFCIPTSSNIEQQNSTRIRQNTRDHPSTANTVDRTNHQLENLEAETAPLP
Target sequence (P41143 whole entry, looked up): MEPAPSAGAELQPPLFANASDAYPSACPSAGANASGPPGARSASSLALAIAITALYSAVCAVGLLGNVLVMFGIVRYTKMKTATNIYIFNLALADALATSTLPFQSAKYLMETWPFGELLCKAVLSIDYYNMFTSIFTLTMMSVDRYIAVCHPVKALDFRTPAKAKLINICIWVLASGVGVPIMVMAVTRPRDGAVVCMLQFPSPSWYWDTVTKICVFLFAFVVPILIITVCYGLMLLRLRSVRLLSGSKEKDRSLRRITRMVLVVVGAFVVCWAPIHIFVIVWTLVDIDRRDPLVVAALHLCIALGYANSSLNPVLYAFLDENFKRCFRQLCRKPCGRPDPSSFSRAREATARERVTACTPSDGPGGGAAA
V-ATPase pH – alters yeast V-ATPase proton transport. S. cerevisiae, pHLuorin cytosolic pH fluorescence. response, % at 10 µM. 350,000 tested, 0.37% active. AID 504577; in the data active = response mostly above about 7.3%, no sharp cut-off; inactive = mostly below about 5.4%; also: actives read high; inactives centre near 0; some compounds called inactive have numbers as strong as hits; reference of the scale not given here
HTR5A inv ag – HTR5A inverse agonism, opioid heterodimer counter-screen. P47898. HTR5A cell line, luminescence. inhibition, % at 9.3 µM. 340,000 tested, 0.083% active; in the data active = inhibition mostly above about 23%, no sharp cut-off; inactive = mostly below about 18%;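 also: 0% = cells with DMSO and 100% = no-cell wells with DMSO; some compounds called inactive have numbers as strong as hits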
OPRM1-OPRD1 ag – OPRM1-OPRD1 heterodimerization agonism. 340,000 tested, 0.3% active. P35372+P41143. AID 504326. cells, luminescence. activation, % at 9.3 µM; in the data active = activation above about 18%;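 also: 0% = vehicle-treated cells and 100% = reference agonist; values of inactives mirror those of a sister screen read the other way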
CAL-PDZ inh HTS – inhibitors of human CAL PDZ peptide binding. Q9HD26. purified CAL PDZ, TMR-peptide fluorescence polarization, 1 h. inhibition, % at 24.9 µM. 300,000 tested, 0.92% active. AID 602252;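 active = mean inhibition of at least 30% with at least half of replicates also reaching 30%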;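 also: 0% = DMSO neutral control and 100% = excess unlabeled competitor peptide PRC23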
* = called active by the depositor; . = not tested or not shown.

SMILES	Cardiac RTF inh	Keap1 Nrf2 FP	C-LANA FP	HTR5A ag	cardiac RTF act	OPRM1-OPRD1 inv	V-ATPase pH	HTR5A inv ag	OPRM1-OPRD1 ag	CAL-PDZ inh HTS
CN(C(=O)COC(=O)/C=C/c1ccccc1[N+](=O)[O-])c1ccccc1	1	-8	-1.9	-1	9	6	-3	2	-1.2	2
COc1ccc2c(c1)c1nc3ccccc3nc1n2CC(=O)OC(C)C	-9	24*	29	0	13	17	0	-8	-3.4	2
O=C(O)Cn1c(=O)c(-c2ccccc2)nc2ccccc21	0	1	-0.6	0	8	0	-1	1	0.1	-2
Oc1ccc(CNC2CCCCC2)cc1	-5	2	-1.4	-2	-2	13	1	23	-3.1	-1
Cc1ccc2cn[nH]c2c1[N+](=O)[O-]	-9	4	0.2	5	-3	6	-2	9	-1.3	2
CN1CC=C2C(C#N)=C(N)C(C#N)(C#N)C(c3cccc(Cl)c3Cl)C2C1 (stereo unspecified)	-31	-1	12	-6	13	4	-5	14	-0.7	-3
COc1ccc(CNC(=O)C[C@H]2C[C@H](C(=O)N3CCOCC3)[C@@]3(C)c4[nH]c5ccc(Cl)cc5c4CCN3C2=O)cc1OC	-3	-6	1.8	-1	3	17	-1	3	-3.5	-2
CC1CC(OC(=O)C2CCN(S(=O)(=O)c3ccc(F)cc3)CC2)C(=O)O1 (stereo unspecified)	0	0	0.7	-4	0	20	-4	9	-3.8	-8
CCOc1ccc(CCNS(=O)(=O)c2ccc3c(c2)NC(=O)CC(=O)N3)cc1OCC	-5	0	-0.4	2	0	4	0	-7	-0.8	-2
CC(C)(C)C(=O)/C(C#N)=C/c1ccc(O)cc1	.	-5	-0.8	.	.	.	-2	.	.	-8
O=C(NNC(=S)Nc1ccc(Br)cc1)c1cccnc1	4	1	-0.8	-3	-1	20	-2	8	-3.6	-3
CC1CC(C)CN(C(=O)CSc2ccsc2[N+](=O)[O-])C1 (stereo unspecified)	-12	1	0.2	-4	-7	4	1	11	-0.6	0
Cc1ccc(-c2c(NC(=O)c3ccco3)oc3ccccc3c2=O)cc1	-13	2	0.4	1	-12	11	-2	-5	-2.1	-1
CN(C)S(=O)(=O)n1ccnc1	-4	0	-0.5	3	-6	13	-4	4	-2.4	.
CCCN1C(=O)c2ccccc2NC1c1ccc(OC)cc1OC (stereo unspecified)	-4	1	0.7	5	-1	5	5	-1	-0.9	-6
CSc1nc(-c2ccccc2)nc2c1COC(C)(C)C2	-8	4	0.0	0	4	-13	-4	-34	2.2	-5
CCCNC(=O)CN1C(=O)COc2ccc(S(=O)(=O)N3CC(C)CC(C)C3)cc21 (stereo unspecified)	-7	-3	-0.7	0	0	4	2	20	-0.9	3
COC(=O)c1ccc(NC(=O)CSc2nnc(Cc3cccn3C)n2-c2ccc(F)cc2)cc1	-8	-8	-0.9	1	-1	-3	2	-2	0.7	2
Cc1nn(C)cc1CNC(=O)Nc1ccc(Cl)c(Cl)c1	-8	-3	4.0	-2	-6	-8	3	21	1.4	1
Cn1cc(P(=O)(N2CCOCC2)N2CCOCC2)cc1P(=S)(N1CCOCC1)N1CCOCC1	6	-7	-2.0	4	0	11	0	20	-2.0	.
NC(=O)N1CC(O)CC1C(=O)Nc1ccc(Cl)c(Cl)c1 (stereo unspecified)	-10	1	0.1	0	5	-8	.	-1	2.0	-2
O=C(COc1ccc(-n2ccnc2)cc1)Nc1cccc(F)c1	-6	4	0.7	9	13	-11	-4	-21	2.2	6
Cc1nnc(NC(=O)C2CCCN2C(=O)Nc2ccccc2)s1 (stereo unspecified)	0	-7	0.2	-4	0	4	-5	10	-0.7	-2
CN1C(=O)N(C)C2CC1N(C)C(=O)N2C	-6	-1	0.6	1	-1	6	4	9	-1.1	-2
C/C(=N\Nc1ncc(Cl)cc1Cl)c1ccc(S(=O)(=O)NCc2ccco2)cc1	-11	-1	0.3	3	5	3	-1	-29	-0.5	.

Going on with the list:
SMILES	Cardiac RTF inh	Keap1 Nrf2 FP	C-LANA FP	HTR5A ag	cardiac RTF act	OPRM1-OPRD1 inv	V-ATPase pH	HTR5A inv ag	OPRM1-OPRD1 ag	CAL-PDZ inh HTS
Cc1ccc(C)c(N2CCN(C(=O)CN(C)S(=O)(=O)c3ccc4c(c3)CCC(=O)N4)CC2)c1	-8	1	2.0	3	4	1	-1	-8	-0.1	.
CC(C)CC(=O)NC(=S)Nc1ccc(CN2CCOCC2)cc1	-2	-3	-4.2	-2	-4	7	-4	-10	-1.4	.
O=C(NCc1ccccc1)c1ccc(Cl)cc1[N+](=O)[O-]	6	-8	-0.8	-1	-2	3	4	3	-0.5	7
Cc1ccc(/C=N/NC(=O)CN2CCN(Cc3ccccc3)CC2)o1	1	-3	0.4	-6	-7	17	1	-18	-3.5	29
COC(=O)C1(Cc2cc(-c3ccc(Cl)cc3)no2)CCN(C(=O)OC(C)(C)C)CC1	-9	1	1.3	5	-10	-14	-4	2	2.5	7
O=C(Nc1cccc(-c2csc(Nc3ccccc3)n2)c1)c1ccccc1	9	-4	1.6	3	-1	-18	2	-7	3.4	2
CN(C(=O)C1CCN(S(=O)(=O)c2ccccc2)CC1)c1c(N)n(Cc2ccccc2)c(=O)[nH]c1=O	-11	-4	-0.1	1	3	2	0	8	-0.4	-4
CN(Cc1ccco1)c1ncnc2ccc(-c3ccoc3)cc12	3	6	-0.6	-1	6	2	-4	-4	-0.4	-6
O=C1SC(SCc2ccccc2)=N/C1=C\c1ccc(C(=O)O)cc1	-9	-4	1.4	13	3	11	0	-11	-2.0	.
COC(=O)[C@H](C)NC(=O)/C=C/c1ccc(OC)cc1	-1	-8	0.3	1	4	-2	-1	-3	0.2	-4
Cn1cc([N+](=O)[O-])c(C(=O)NCC(=O)O)n1	2	-4	1.0	0	4	11	4	9	-2.1	-3
CCOc1cc(C2NC(=O)c3ccccc3O2)ccc1OC (stereo unspecified)	-7	-1	-0.5	0	4	12	-1	-22	-2.2	1
Cc1ccc(NC(=O)CS(=O)CC(=O)N(CC(=O)NC(C)(C)C)c2cccc(C)c2C)cc1 (stereo unspecified)	9	-1	0.8	-1	-1	13	-2	4	-2.5	-4
COC(=O)c1ccc(C2C(C#N)=C(N)Oc3cc(C)n(C)c(=O)c32)cc1 (stereo unspecified)	5	-5	1.4	0	0	13	4	3	-2.3	0
COc1ccc(CNC(=O)c2ccc3c(=O)n(-c4ccccc4)c(=O)[nH]c3c2)cc1	3	3	0.1	0	-4	5	-4	4	-0.8	-4
O=C1C2C(c3ccccc3)C=CC(c3ccccc3)C2C(=O)N1c1cccnc1 (stereo unspecified)	-21	3	2.2	1	4	-6	-4	-1	1.1	-1
O=C(Cn1nnc(-c2ccc(NC(=O)c3ccccc3F)cc2)n1)NCc1ccc(F)cc1	-15	-3	3.2	1	3	5	0	-11	-1.0	-6
O=C(Nc1ccc2c(c1)OCCO2)c1cc(-c2ccccn2)nc2ccc(Br)cc12	-9	-3	-0.5	-1	4	6	1	3	-1.1	4
COc1ccc(C(=O)NC2=C(C#N)CCC2)cc1OC	0	-2	0.7	-6	3	6	2	15	-1.1	0
Cc1cc(=O)[nH]c2ccc(Cl)cc12	-3	-1	0.2	2	2	7	-5	9	-1.1	-2
NC(=O)c1sc(=S)n(-c2ccc(Br)cc2)c1N	-9	-5	-0.3	-1	12	5	2	4	-0.9	0
CCn1c(COc2ccccc2C(N)=O)nc2ccccc21	6	-2	-0.6	1	5	11	5	-2	-1.9	2
CCCNS(=O)(=O)c1ccc(OCC(=O)Nc2ccc3c(c2)OCO3)cc1	-3	1	-0.3	-2	-1	15	1	5	-2.8	-2
O=C(O)COc1ccc(/C=C/c2nc(-c3ccccc3O)n[nH]2)cc1	-2	-1	-1.6	0	-5	3	-3	0	-0.6	-15
OCC1OC(n2cnc3c(NC4CCCC4)ncnc32)C(O)C1O (stereo unspecified)	16	2	-0.8	4	-2	-1	0	2	0.2	-1

Ordered by length of the SMILES (ascending): some entries from above
SMILES	Cardiac RTF inh	Keap1 Nrf2 FP	C-LANA FP	HTR5A ag	cardiac RTF act	OPRM1-OPRD1 inv	V-ATPase pH	HTR5A inv ag	OPRM1-OPRD1 ag	CAL-PDZ inh HTS
Oc1ccc(CNC2CCCCC2)cc1	-5	2	-1.4	-2	-2	13	1	23	-3.1	-1
CCn1c(COc2ccccc2C(N)=O)nc2ccccc21	6	-2	-0.6	1	5	11	5	-2	-1.9	2
Cn1cc([N+](=O)[O-])c(C(=O)NCC(=O)O)n1	2	-4	1.0	0	4	11	4	9	-2.1	-3
O=C(NCc1ccccc1)c1ccc(Cl)cc1[N+](=O)[O-]	6	-8	-0.8	-1	-2	3	4	3	-0.5	7
O=C(Nc1cccc(-c2csc(Nc3ccccc3)n2)c1)c1ccccc1	9	-4	1.6	3	-1	-18	2	-7	3.4	2
CN1CC=C2C(C#N)=C(N)C(C#N)(C#N)C(c3cccc(Cl)c3Cl)C2C1 (stereo unspecified)	-31	-1	12	-6	13	4	-5	14	-0.7	-3
CCOc1ccc(CCNS(=O)(=O)c2ccc3c(c2)NC(=O)CC(=O)N3)cc1OCC	-5	0	-0.4	2	0	4	0	-7	-0.8	-2
O=C(Cn1nnc(-c2ccc(NC(=O)c3ccccc3F)cc2)n1)NCc1ccc(F)cc1	-15	-3	3.2	1	3	5	0	-11	-1.0	-6
Cn1cc(P(=O)(N2CCOCC2)N2CCOCC2)cc1P(=S)(N1CCOCC1)N1CCOCC1	6	-7	-2.0	4	0	11	0	20	-2.0	.
COc1ccc(CNC(=O)C[C@H]2C[C@H](C(=O)N3CCOCC3)[C@@]3(C)c4[nH]c5ccc(Cl)cc5c4CCN3C2=O)cc1OC	-3	-6	1.8	-1	3	17	-1	3	-3.5	-2

The list continues:
SMILES	Cardiac RTF inh	Keap1 Nrf2 FP	C-LANA FP	HTR5A ag	cardiac RTF act	OPRM1-OPRD1 inv	V-ATPase pH	HTR5A inv ag	OPRM1-OPRD1 ag	CAL-PDZ inh HTS
COc1ccc(C(=O)NCc2ccncc2)cc1S(=O)(=O)NCc1ccc(Cl)cc1	-4	-2	1.3	7	-6	13	-2	-16	-3.5	12
O=C(CCNc1cc(Cl)cc(Cl)c1)c1cccs1	6	-3	-1.3	3	3	-17	10	-3	3.0	-3
O=C(CSc1nc2ccsc2c(=O)n1CC1CCC(C(=O)O)CC1)c1ccc(Cl)cc1 (stereo unspecified)	1	3	1.0	4	0	8	-3	13	-1.6	-6
COCCN1Cc2cccc(C(=O)Nc3c(C)cc(C)cc3C)c2C1=O	-2	-1	-0.1	3	2	-20	-3	-4	3.4	-3
C=CCNC(=O)c1c(-c2c(F)cccc2Cl)noc1C	-5	-9	0.6	2	7	8	0	-9	-1.4	0
NC(=S)N/N=C/c1ccc(-c2ccccc2)o1	-10	-2	-1.3	-1	3	13	3	17	-2.6	.
COc1cc(-c2nnc(COc3ccc4ccccc4c3)o2)cc(OC)c1OC	-5	5	-0.3	5	-3	-5	2	-13	0.9	-10
Cc1cccc(C(=O)c2cccc(C)c2)c1	-19	-3	1.3	0	8	-19	1	-3	3.6	-4
